# Compound activity (PubChem)
# MazF activator – activators of E. coli MazEF toxin-antitoxin RNase; P0AE70; FAM/BHQ RNA-DNA oligo cleavage fluorescence, 5 h; activation, % at 20 µM; hit rate 0.32% among 350,000; in the data active = activation above about 50%
# Target sequence (P0AE70 whole entry, looked up): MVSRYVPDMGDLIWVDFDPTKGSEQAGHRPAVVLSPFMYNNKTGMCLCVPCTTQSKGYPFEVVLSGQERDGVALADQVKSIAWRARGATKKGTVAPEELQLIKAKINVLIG
# SARS 3CLpro inh – SARS-CoV 3CLpro protease inhibition | inhibition, % at 6 µM | recombinant SARS-CoV 3CLpro, quenched FRET peptide cleavage | hit rate 0.14% among 290,000 | P0C6X7; in the data active = inhibition above about 12%
# BH1578 lux ind – inducers of Vibrio cholerae quorum light production without autoinducers; V. cholerae BH1578 lux reporter, luminescence, 6 h; AID 588436; hit rate 0.16% among 350,000; activation, % at 18.7 µM; in the data active = activation mostly above about 9.7%, no sharp cut-off; note: not every result past the cut was called active; inactives centre near 0; reference of the scale not given here
# Anthrax LF inh2 – blocks Bacillus anthracis lethal factor protease | P15917 | multiplex microsphere protease cleavage assay, LF | inhibition, % at 10 µM | hit rate 0.12% among 360,000; in the data active = inhibition above about 30%; note: plate controls were buffer without enzyme for full effect and enzyme alone for no effect
# Rv3671c protease – inhibitors of M. tuberculosis serine protease Rv3671c; inhibition, % at 5.96 µM; hit rate 0.048% among 320,000; AID 2606; in the data active = inhibition above about 38%;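 note: extracellular domain of Rv3671c used as enzyme; 0% = enzyme with DMSO and 100% = no enzyme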
# Target sequence (P9WHR9 whole entry, looked up, the tested form may be a part): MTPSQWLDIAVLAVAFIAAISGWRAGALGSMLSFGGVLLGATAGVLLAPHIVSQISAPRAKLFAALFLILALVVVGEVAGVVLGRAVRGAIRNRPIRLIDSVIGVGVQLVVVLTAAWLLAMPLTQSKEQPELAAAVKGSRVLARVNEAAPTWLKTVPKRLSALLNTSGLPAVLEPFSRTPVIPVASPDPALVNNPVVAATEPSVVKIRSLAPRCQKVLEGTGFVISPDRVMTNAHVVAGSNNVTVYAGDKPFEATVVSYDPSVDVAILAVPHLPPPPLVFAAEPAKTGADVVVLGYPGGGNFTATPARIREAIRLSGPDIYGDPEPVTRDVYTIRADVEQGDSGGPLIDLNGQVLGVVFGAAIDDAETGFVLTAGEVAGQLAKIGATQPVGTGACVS
# PriA SSB inh – inhibitors of Klebsiella pneumoniae PriA binding to SSB C-terminal tail; AlphaScreen SSBct-PriA binding, biotinylated peptide; inhibition, % at 33 µM; hit rate 0.6% among 430,000; in the data active = inhibition mostly above about 37%, no sharp cut-off; inactive = mostly below about 20%;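 note: plate controls were negative control peptide for no effect and reference peptide for full effect; strong numbers were not always called active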
# PfHsp40 rescue – compounds rescuing yeast from Plasmodium falciparum HSP40 toxicity. S. cerevisiae expressing PfHsp40, growth rescue, ATP luminescence. growth rescue, % at 12.5 µM. hit rate 0.68% among 340,000; in the data active = growth rescue above about 28%, passing the limit was not always enough;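 note: yeast W303a lacking pdr1 and pdr3 grown in galactose medium; growth measured after three days at 30 °C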
# TcdB inh – TcdB glycohydrolase inhibition; inhibition, % at 9.99 µM; AID 652162; TcdB glycohydrolase enzymatic assay, plate reader; hit rate 0.24% among 350,000; P18177; in the data active = inhibition above about 10%
# DUSP3 inh – inhibitors of human VHR1 phosphatase (DUSP3); P51452; recombinant VHR phosphatase, pNPP absorbance; inhibition, % at 13.3 µM; hit rate 0.52% among 290,000; AID 1654; in the data active = inhibition above about 50%; note: some compounds called inactive have numbers as strong as hits
# Target sequence (P51452 whole entry, looked up): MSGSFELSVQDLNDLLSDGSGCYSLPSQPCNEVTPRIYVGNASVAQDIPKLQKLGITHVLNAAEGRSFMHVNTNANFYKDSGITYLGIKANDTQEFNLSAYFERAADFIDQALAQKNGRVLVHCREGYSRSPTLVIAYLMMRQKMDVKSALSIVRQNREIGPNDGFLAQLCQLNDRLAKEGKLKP
# Yp Topo-I inh – inhibitors of Yersinia pestis topoisomerase I | AID 504884 | hit rate 0.064% among 360,000 | activity, % at 10 µM | Y. pestis Topo-I cleavage product accumulation, plate reader; in the data active = activity above about 50%, passing the limit was not always enough; note: inactives centre near 2
# Starred values were filed as active, the others as inactive; i = inactive; / = not tested or not shown; & = joins results of further samples. Only part of the results is shown; rates above refer to the full screens.
# Fields: MazF activator, SARS 3CLpro inh, BH1578 lux ind, Anthrax LF inh2, Rv3671c protease, PriA SSB inh, PfHsp40 rescue, TcdB inh, DUSP3 inh, Yp Topo-I inh
> Cc1c(NS(=O)(=O)c2cccc(C(=O)OCC(=O)N(C)C3CCCCC3)c2)c(=O)n(-c2ccccc2)n1C
    -4, 2, -0.3, -9, -4, 2, 1.3, 0.3, 20, 23
> Cc1cc(C)cc(C(=O)NC(CC(N)=O)c2ccc(N3CCC(N4CCCCC4)CC3)c([N+](=O)[O-])c2)c1 (stereo unspecified)
    10, 5, -3.7, 4, -2, -11, -0.5, -0.6, 13, -6
> Cc1ccc(CNC(=O)C2CCN(S(=O)(=O)N3CCCCC3)CC2)cc1
    2, 3, i, -9, -4, -4, -0.2, 0.6, 22, 8
> Cn1c(CNC(=O)OC(C)(C)C)nnc1SCc1c(Cl)cccc1Cl
    -3, -6, i, 1, 2, -13, 0.5, 1.5, 0, 2
> Cc1ccc2c(c1)cc(CN(CCc1ccccc1)C(=O)N1CCOCC1)c1nnnn12
    -3, -5, -0.3, -14, -1, -7, 1.0, /, 15, 20
> CNC(=O)C(=O)NCCCN1CCOCC1
    -7, -3, -0.4, -4, -7, -9, -0.7, 0.7, 15, -4
> Cc1ccc(C)c(N2CCN(C(=O)c3ccc(CS(=O)(=O)c4ccccc4C)o3)CC2)c1
    -1, 3, -0.7, 3, -3, 6, 3.4, /, -1, 0
> Cc1nn(CC(=O)N/N=C/c2ccc(F)cc2)c(C)c1[N+](=O)[O-]
    5, 0, -0.9, -14, -9, i, -1.6, 0.1, -15, 4
> Cc1ccc(NC2=C(Cl)C(=O)N(C3CCCCC3)C2=O)cc1
    -8, -3, -0.2, 0, 7, -11, -0.8, /, -4, -1
> S=C(Nc1cccnc1)Nc1cccc2cnccc12
    -1, 3, -0.4, -2, -10, -7, -2.0, -0.8, 45, 7

# (next part)
# Fields: MazF activator, SARS 3CLpro inh, BH1578 lux ind, Anthrax LF inh2, Rv3671c protease, PriA SSB inh, PfHsp40 rescue, TcdB inh, DUSP3 inh, Yp Topo-I inh
> O=C(CN(C(=O)Cn1nnc(-c2cccs2)n1)c1ccc2c(c1)OCCO2)NC1CCCCC1
    -4, 1, i, -7, -5, 5, 0.6, /, 25, 16
> Cc1ccccc1NC(=O)C1C2/C=C\CCCCC21 (stereo unspecified)
    -15, -1, -0.1, 3, -13, -6, 2.4, /, 9, -1
> Cc1csc(SCC(=O)c2cc(C)n(Cc3cccs3)c2C)n1
    -3, 4, i, -3, 4, 2, 1.2, /, 26, 2
> Nc1cc(N)nc(SCC(=O)c2ccccc2)n1
    3, 0, -1.6, -1, -6, -9, -1.2, /, 9, -2
> Oc1cccc2ccc(/C=C/c3ccc(Br)s3)nc12
    0, 4, -0.4, -6, 0, 8, 2.0, 0.4, -31, -1
> COc1ccc(CNC(=O)c2ccc(CS(=O)Cc3ccc(Cl)cc3)o2)cc1 (stereo unspecified)
    1, 0, -0.2, -2, -5, -9, 1.1, 0.3, -10, 24
> C=CCN=C1SC(CC)C(=O)N1S(=O)(=O)c1ccc(C)cc1 (stereo unspecified)
    2, 5, -0.9, 0, 3, -10, 0.5, /, 15, 8
> COCCCNc1nc2ccccc2nc1NS(=O)(=O)c1ccc(C)cc1C
    -1, 1, -0.5, -3, -10, -26, 0.3, -0.4, -10, 15
> CCN1CCN(C(c2cccs2)C(C)NC(=O)NC2CCCCC2)CC1 (stereo unspecified)
    7, 1, i, 9, -4, -9, -1.2, -0.3, 15, 0
> CCN(CC(=O)Nc1c(F)cccc1F)C(=O)Cc1ccc(OC)c(S(=O)(=O)N2CCOCC2)c1
    4, /, i, -4, 5, 12, 1.0, 0.5, /, -4

# (continued)
# Fields: MazF activator, SARS 3CLpro inh, BH1578 lux ind, Anthrax LF inh2, Rv3671c protease, PriA SSB inh, PfHsp40 rescue, TcdB inh, DUSP3 inh, Yp Topo-I inh
> Cc1cc(S(=O)(=O)Nc2ccc(C(=O)NC3CC3)cc2)ccc1F
    13, /, -0.6, -2, /, /, /, 7.2, /, -10
> COc1ccc(-c2c(C(F)(F)F)[nH]n3c(=O)cc(-c4ccccc4)nc23)cc1
    -1, 3, -0.7, -10, 12, -7, 0.6, 1.1, 2, -3
> Cn1c(C(=O)NC2CCCCC2)cc2sccc21
    -2, -2, i, -2, 4, -26, 1.6, /, 10, 2
> Cc1ccccc1CN1CCC(n2nccc2NC(=O)CCCc2ccccc2)CC1
    -8, 6, -5.6, 2, 14, 1, 0.3, 1.3, 1, 24
> CCOc1ccc(NS(=O)(=O)c2cnc(Cl)c(Cl)c2)cc1
    4, 0, 4.2, -1, 9, -24, 88*, /, -5, 4
> Cc1cccc(NC(=O)c2ccc3ccccc3n2)n1
    7, -9, i, -2, -14, -52, 5.1, /, 16, 11
> CN(C)S(=O)(=O)Oc1ccc(Cl)cc1C(=O)Nc1cccc(C(F)(F)F)c1
    0, 1, 0.4, -7, -14, -11, 0.3, /, 16, 9
> COc1ccc(Nc2nc(NCc3ccco3)nc(N/N=C/c3ccccc3Cl)n2)cc1
    6, 9, -0.3, -1, -3, /, -1.6, /, 17, 4
> O=C(N/N=C/c1ccc(Br)s1)Nc1ccccc1
    9, 4, i, -1, 6, /, 1.2, 0.7, 12, 1
> C=CCc1ccccc1OCC(=O)O
    10, 4, i, 5, -4, -7, -0.2, 0.5, 23, 2

# More structures.
Structure | MazF activator | SARS 3CLpro inh | BH1578 lux ind | Anthrax LF inh2 | Rv3671c protease | PriA SSB inh | PfHsp40 rescue | TcdB inh | DUSP3 inh | Yp Topo-I inh
Cc1ccc(S(=O)(=O)N2CCC(=O)N(CCOCc3ccc(Cl)cc3)CC2)cc1 | 6 | 0 | 0.3 | -2 | -11 | -17 | 1.0 | -1.1 | -7 | 28
O=C(N/N=C/c1cccc([N+](=O)[O-])c1O)c1cccs1 | -3 | 4 | -0.3 | -1 | 4 | / | -0.2 | -1.4 | 56* | -6
CC1CN(c2nc(Nc3ccccc3F)nc(N)c2[N+](=O)[O-])CC(C)O1 (stereo unspecified) | -12 | 3 | i | 20 | -7 | -4 | -1.0 | -0.3 | 20 | 0
Cc1ccc(N2N=C(c3ccc(F)cc3)CC2c2ccco2)cc1 (stereo unspecified) | -9 | 2 | -0.5 | -4 | -10 | -8 | -0.5 | 1.8 | 4 | -5
COc1ccc(OC)c(C2NC(=O)NC(C)=C2C(=O)Nc2ccc(C)cc2)c1 (stereo unspecified) | -3 | -1 | -0.4 | 1 | 0 | -4 | -1.0 | / | 29 | -7
O=C(Nc1ccc(C(=O)NC2CCCCC2)cc1)c1cccnc1 | -1 | -1 | 5.0 | -5 | -4 | -1 | 0.0 | -0.8 | 1 | -5
Cc1cccc(CN2CCCC(C(=O)Nc3ccccc3Oc3cccnc3)C2)c1 (stereo unspecified) | -3 | 8 | i | / | -1 | 1 | -1.6 | 1.0 | 37 | 30
COCc1cc(=O)n2[nH]c(N)nc2n1 | -1 | 1 | -0.8 | 3 | 1 | 0&5 | -1.5 | 2.2 | 1 | 3
Cc1cc(C(F)F)n2ncc(C(=O)NCc3ccccc3)c2n1 | 4 | 1 | -0.3 | -7 | 5 | 0 | 0.1 | / | 4 | -2
COC(=O)c1ccc(NC(=O)CN2CCN(CC#N)CC2)cc1 | 2 | 2 | -0.6 | -6 | 14 | 1 | 0.9 | 0.3 | -15 | -4
COc1cc(C(=O)n2nc(C)cc2C)cc(OC)c1OC | -2 | 6 | -0.7 | -5 | -6 | 4 | -0.7 | / | -5 | -1
Cn1c(SCC(=O)NC2CC2)nnc1-c1ccco1 | 1 | 0 | 3.4 | -1 | 7 | -12 | -1.6 | / | 18 | 8
CSCCC(NC(=O)c1ccc(Cl)cc1)C(=O)OCC(C)=O (stereo unspecified) | 0 | 3 | -0.3 | -2 | -5 | -5 | -0.6 | -1.5 | 11 | -12
O=C(Nc1nnc(C(F)(F)F)s1)c1ccc(Br)s1 | -1 | 2 | -0.3 | 3 | -5 | -21 | -2.0 | 17* | 18 | 3
COc1ccccc1CCNC(=O)CCC(=O)N1CC2C[C@@H](C1)Cn1c2cccc1=O | -2 | -1 | -0.7 | -5 | 0 | -3 | -0.4 | 0.0 | 25 | 0
CC(C)C(Sc1nc(-c2ccccc2)cc(-c2ccccc2)c1C#N)C(=O)O (stereo unspecified) | 9 | 10 | -0.4 | -10 | -7 | 1 | 7.3 | -1.3 | -12 | 18
COc1ccccc1NC(=O)COC(=O)c1cnc(C)cn1 | 28 | -2 | i | -2 | -10 | -7 | -0.7 | 1.1 | 7 | -4
O=C(CNC(=O)c1ccc(F)cc1)Nc1ccccc1C(F)(F)F | 0 | -5 | -0.7 | -6 | 3 | -10 | -0.4 | 2.5 | 9 | 1
N/C(CS(=O)(=O)c1ccc(F)cc1)=N\O | -3 | -4 | -0.3 | / | 0 | / | 2.7 | -0.6 | -2 | -5
COc1cccc(/C=C2\SC(=S)N(C(Cc3ccccc3)C(=O)O)C2=O)c1 (stereo unspecified) | -3 | 2 | -0.5 | -2 | 1 | 8 | 0.0 | 3.2 | 30 | 13
Cc1cc(C)c(NC(=O)COC(=O)c2cc([N+](=O)[O-])ccc2N2CCOCC2)c(C)c1 | -9 | -4 | i | -4 | 6 | -9 | 1.5 | 1.7 | 10 | -5
C=CCOc1c(CCC)cc(CCC)cc1C(N)=O | 7 | 4 | i | -2 | -2 | -4 | 0.0 | 0.1 | 16 | 27
Cc1noc(C)c1S(=O)(=O)N1CCCC(C(=O)NCCc2ccccc2)C1 (stereo unspecified) | -2 | 6 | 0.0 | -4 | 6 | 0 | 0.5 | / | -11 | 4
Cn1nc(C(C)(C)C)cc1NC(=O)C1(C)CCN1C(=O)c1ccccc1CCc1ccccc1 (stereo unspecified) | / | / | -0.3 | 0 | / | / | / | 0.3 | / | 23
COc1ccc(NC(=O)CSc2nnc(-c3cccs3)n2N)cc1S(N)(=O)=O | 6 | / | i | 5 | 1 | 2 | 0.6 | 1.0 | / | 4
Cc1cccc(-c2noc(CCCC(=O)NC3CCCCC3)n2)c1 | -8 | -1 | -0.3 | -2 | 1 | -12 | -0.6 | 1.0 | 16 | 2

# For reference, part of the list above.
Structure | MazF activator | SARS 3CLpro inh | BH1578 lux ind | Anthrax LF inh2 | Rv3671c protease | PriA SSB inh | PfHsp40 rescue | TcdB inh | DUSP3 inh | Yp Topo-I inh
Cc1ccc(S(=O)(=O)N2CCC(=O)N(CCOCc3ccc(Cl)cc3)CC2)cc1 | 6 | 0 | 0.3 | -2 | -11 | -17 | 1.0 | -1.1 | -7 | 28
O=C(N/N=C/c1cccc([N+](=O)[O-])c1O)c1cccs1 | -3 | 4 | -0.3 | -1 | 4 | / | -0.2 | -1.4 | 56* | -6
CC1CN(c2nc(Nc3ccccc3F)nc(N)c2[N+](=O)[O-])CC(C)O1 (stereo unspecified) | -12 | 3 | i | 20 | -7 | -4 | -1.0 | -0.3 | 20 | 0
Cc1ccc(N2N=C(c3ccc(F)cc3)CC2c2ccco2)cc1 (stereo unspecified) | -9 | 2 | -0.5 | -4 | -10 | -8 | -0.5 | 1.8 | 4 | -5
COc1ccc(OC)c(C2NC(=O)NC(C)=C2C(=O)Nc2ccc(C)cc2)c1 (stereo unspecified) | -3 | -1 | -0.4 | 1 | 0 | -4 | -1.0 | / | 29 | -7
O=C(Nc1ccc(C(=O)NC2CCCCC2)cc1)c1cccnc1 | -1 | -1 | 5.0 | -5 | -4 | -1 | 0.0 | -0.8 | 1 | -5
Cc1cccc(CN2CCCC(C(=O)Nc3ccccc3Oc3cccnc3)C2)c1 (stereo unspecified) | -3 | 8 | i | / | -1 | 1 | -1.6 | 1.0 | 37 | 30
COCc1cc(=O)n2[nH]c(N)nc2n1 | -1 | 1 | -0.8 | 3 | 1 | 0&5 | -1.5 | 2.2 | 1 | 3
Cc1cc(C(F)F)n2ncc(C(=O)NCc3ccccc3)c2n1 | 4 | 1 | -0.3 | -7 | 5 | 0 | 0.1 | / | 4 | -2
COC(=O)c1ccc(NC(=O)CN2CCN(CC#N)CC2)cc1 | 2 | 2 | -0.6 | -6 | 14 | 1 | 0.9 | 0.3 | -15 | -4
COc1cc(C(=O)n2nc(C)cc2C)cc(OC)c1OC | -2 | 6 | -0.7 | -5 | -6 | 4 | -0.7 | / | -5 | -1
